High-throughput results from PubChem BioAssay.
PRMT1 inh: PRMT1 methyltransferase inhibitors, primary screen, biochemical, fluorescence polarization; recombinant PRMT1, activity-based probe fluorescence polarization; inhibition, % at 2.79 µM; 370,000 compounds, 1.3% hits; AID 652257, 2013; Protein arginine N-methyltransferase 1 (Homo sapiens), Q99873;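 active means inhibition above about 21% made by adding two undisclosed values, limit read from the data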
Rev-erbA mod: modulators of Rev-erb alpha DNA binding, primary screen, biochemical, FITC-DNA, fluorescence polarization, uHTS | activity, % at 10 µM | AID 1259318, 2017 | Nuclear receptor subfamily 1 group D member 1 (Homo sapiens), P20393 | Rev-erbα–FITC-DNA binding, 90 min | 370,000 compounds, 0.79% hits;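 active means activity above about 14%, limit read from the data; passing the limit was not always enough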;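 further: 0% = DMSO wells with 35 nM protein and 100% = DMSO wells with 750 nM protein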
Target sequence (P20393 whole entry, looked up): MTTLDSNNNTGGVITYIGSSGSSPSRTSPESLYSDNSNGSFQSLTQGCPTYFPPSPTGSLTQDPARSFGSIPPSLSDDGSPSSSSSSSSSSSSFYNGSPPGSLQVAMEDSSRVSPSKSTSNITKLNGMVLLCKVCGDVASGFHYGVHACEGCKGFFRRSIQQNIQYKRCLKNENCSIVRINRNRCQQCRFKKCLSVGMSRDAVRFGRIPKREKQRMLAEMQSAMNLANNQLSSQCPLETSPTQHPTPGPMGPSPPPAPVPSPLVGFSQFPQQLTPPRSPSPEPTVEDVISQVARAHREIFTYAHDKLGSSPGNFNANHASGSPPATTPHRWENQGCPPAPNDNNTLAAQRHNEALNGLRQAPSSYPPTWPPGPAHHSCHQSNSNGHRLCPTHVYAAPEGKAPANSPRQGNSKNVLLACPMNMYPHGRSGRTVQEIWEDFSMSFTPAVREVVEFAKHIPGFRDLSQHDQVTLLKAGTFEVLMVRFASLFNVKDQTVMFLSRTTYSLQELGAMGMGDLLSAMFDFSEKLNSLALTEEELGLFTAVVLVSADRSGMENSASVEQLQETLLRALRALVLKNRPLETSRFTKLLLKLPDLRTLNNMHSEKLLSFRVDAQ
LEDGF integ inh: blockers of LEDGF/p75-dependent integrase strand transfer – biochemical, TR-FRET, high throughput, primary screen. HIV-1 integrase (with human LEDGF/p75). TR-FRET IN-LEDGF/p75 DNA integration, Eu/Cy5. inhibition, % at 3.7 µM. 370,000 compounds, 0.64% hits;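 active means inhibition above the screen-wide mean plus 3 SD, cut at about 13% in these data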;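 further: signal is the Cy5 over europium emission ratio at 671 and 618 nm; 0% = plate median of compound wells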
rCAG binder: binders of r(CAG) RNA repeats, primary screen, biochemical, fluorescence; r(CAG) RNA repeat, TO-PRO-1 dye displacement fluorescence; inhibition, % at 3 µM; 370,000 compounds, 1.3% hits;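 active means inhibition above the plate cutoff, the mean of all test compounds on that plate plus 3 SD, cut at about 35% in these data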;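 further: 0% = DMSO alone and 100% = 100 µM mitoxantrone as full dye displacement; higher means more dye released from RNA so lower well fluorescence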
TCR CD3 inh: inhibitors of human TCR-CD3 interaction, primary screen, biochemical, fluorescence, TAMRA-labeled TCR probe; inhibition, % at 9.4 µM; 360,000 compounds, 0.37% hits; T-cell receptor (TCR); in the data active means inhibition above about 19%;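 further: recombinant mutant TCR 2C K166C tagged with TAMRA read by polarization; 0% = receptor in buffer alone and 100% = receptor with positive control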
HTRA1 inhibitor: HTRA1 serine protease inhibitors, primary screen, biochemical, fluorescence polarization, HTS. Q92743. 340,000 compounds, 0.5% hits. inhibition, % at 5.96 µM. recombinant HTRA1, FP-rhodamine activity-based probe; in the data active means inhibition above about 36%;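 further: 0% = enzyme with DMSO and 100% = wells lacking enzyme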
PG9 Ab binder: binders of HIV-1 gp120 antibody PG9, primary screen, biochemical, TR-FRET; HIV-1 gp120 / PG9 antibody interaction; TR-FRET gp120-PG9 antibody binding; inhibition, % at 6.7 µM; 360,000 compounds, 0.43% hits; in the data active means inhibition above about 8.5%
mABHD4 FP: ABHD4 inhibitors, primary screen, biochemical, fluorescence polarization, mouse; inhibition, % at 8.92 µM; purified mABHD4, FP-Rh probe fluorescence polarization; (Lyso)-N-acylphosphatidylethanolamine lipase (Mus musculus), Q8VD66; 370,000 compounds, 0.54% hits;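 active means inhibition exceeding the mean over every tested compound plus 3 SD, cut at about 30% in these data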;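 further: 0% = plate median of compound wells and 100% = S159A mutant with DMSO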
Target sequence (Q8VD66 whole entry, looked up): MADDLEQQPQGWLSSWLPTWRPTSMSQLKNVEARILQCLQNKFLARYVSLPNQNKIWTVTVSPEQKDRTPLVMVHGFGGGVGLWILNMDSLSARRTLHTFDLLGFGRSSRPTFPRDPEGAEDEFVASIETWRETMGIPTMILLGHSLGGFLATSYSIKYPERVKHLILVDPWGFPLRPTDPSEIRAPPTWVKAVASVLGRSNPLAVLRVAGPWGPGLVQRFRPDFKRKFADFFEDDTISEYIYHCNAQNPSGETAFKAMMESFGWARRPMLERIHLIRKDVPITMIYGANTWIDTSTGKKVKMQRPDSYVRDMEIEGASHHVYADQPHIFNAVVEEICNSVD
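Material: mouse ABHD4 enzyme, wild type; Benchmarks: S159A mutant high control, sample median low control; Buffer or medium: HEPES pH 7.0, NaCl, Pluronic buffer; Signal: fluorescence polarization; Read-out: percent inhibition of probe binding, normalized to plate controls; Timing: pre-incubation 45 min, probe exposure 60 min, at 25 °C; Dosing: 8.92 µM, single dose.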
MBD2 inh: inhibitors of MBD2 binding to methylated DNA, primary screen, biochemical, TR-FRET, DNA-binding domain, human | Methyl-CpG-binding domain protein 2 (Homo sapiens), Q9UBB5 | 370,000 compounds, 0.31% hits | MBD2 binding to methylated oligonucleotide | inhibition, % at 4.4 µM; in the data active means inhibition above about 13%
UHRF1 MBD2 ctr: UHRF1 methylated DNA binding inhibitors, primary screen, counter-screen for MBD2 inhibitor project, biochemical, TR-FRET, human UHRF1, single concentration; E3 ubiquitin-protein ligase UHRF1 (Homo sapiens), Q96T88; UHRF1 binding to methylated oligo; inhibition, % at 4.4 µM; 370,000 compounds, 0.75% hits; AID 687016, 2013; in the data active means inhibition above about 21%;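 further: UHRF1 SRA domain binding a hemimethylated CpG hairpin DNA probe; 0% = median of test compound wells and 100% = reference inhibitor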
The depositor's hits bear a star; . = not tested or not shown. Some of the compounds tested; rates above refer to the full screens.

SMILES	PRMT1 inh	Rev-erbA mod	LEDGF integ inh	rCAG binder	TCR CD3 inh	HTRA1 inhibitor	PG9 Ab binder	mABHD4 FP	MBD2 inh	UHRF1 MBD2 ctr
COc1ccc(-c2csc(C(O)c3cccnc3)n2)cn1 (configuration not stated)	-4.4	-1.1	1.5	2.2	2.9	.	1.4	1.7	-2.1	1.8
CCOc1ccc(Cl)cc1Nc1nc(NCCO)nc(N2CCCC2)n1	3.5	4.2	-0.3	3.5	-5.6	-14.8	4.1	7.1	7.5	-1.6
COc1ccc2nc(N3C(=O)CC(Cc4cc(C)cc(C)c4)C3=O)sc2c1 (configuration not stated)	-1.4	0.8	-0.6	17.5	0.6	-9.1	-0.1	-0.1	-3.6	1.4
CCC1C(=O)CC(c2ccco2)NC1c1ccco1 (configuration not stated)	-2.6	1.0	-2.9	0.8	-2.9	6.4	2.6	-3.1	2.2	3.7
COc1ccc(CC(=O)Oc2ccc(C(C)(C)C)cc2)cc1S(=O)(=O)N1CCOCC1	-1.5	5.2	-0.4	3.2	0.0	-11.1	0.5	-1.2	-1.8	1.5
COc1ccc(/C=C2\SC(=S)N(CCC(=O)N3CCCCC3CCO)C2=O)cc1 (configuration not stated)	-0.8	3.5	-1.3	3.4	11.6	-36.8	-1.6	-4.5	0.0	1.1
COc1cc(OC)c(CN2CCCN(C)CC2)cc1Br	5.1	-4.0	-4.1	-3.6	-0.7	2.3	0.3	8.7	1.4	1.0
O=C(COC(=O)c1ccc2ccccc2n1)Nc1cccc(S(=O)(=O)NC2=NCCCCC2)c1	0.3	1.0	-4.3	-4.0	8.2	2.4	-4.0	-7.1	-1.5	-1.8
NC(=O)c1ccc(N2CCN(S(=O)(=O)c3cccs3)CC2)c([N+](=O)[O-])c1	-3.4	0.3	-1.9	2.4	5.0	-1.6	-0.6	0.1	-4.6	-4.9
Fc1cccc(Cc2c(-c3cccc(Br)c3)nc3ccc(Cl)cn23)c1	9.5	6.8	-3.3	46.1*	-5.3	.	-1.6	-61.6	7.8	9.2
CC1Oc2ccccc2N(Cc2ccc(F)cc2)C1=O (configuration not stated)	-0.6	-4.3	-0.9	-6.0	0.7	-0.7	1.3	-5.9	4.4	0.6
CC(C)(C)c1ccc(OCC(=O)N2CCN(c3ccccn3)CC2)cc1	6.7	2.9	-4.6	-2.1	-6.5	-1.1	-1.0	-1.4	1.4	0.2
Cc1ccc(C(=O)C[n+]2cc(Br)cc(Br)c2)cc1	7.2	6.9	-2.8	4.0	-0.9	-0.5	-1.3	10.4	-0.6	-2.9
CN(CC(=O)NC1CCCc2ccccc21)S(=O)(=O)c1ccc2c(c1)c(=O)n(C)c(=O)n2C (configuration not stated)	7.0	-1.5	3.3	1.2	-6.6	-4.2	-0.1	-3.4	8.3	7.4
C/C(=N\NC(=O)CC1N=C(Cc2ccccc2)NNC1=O)c1ccncc1 (configuration not stated)	-5.2	6.0	6.4	-1.8	2.8	1.7	-1.9	-7.7	-2.9	0.0
O=c1[nH]c(/C=C\c2cccnc2)c([N+](=O)[O-])c(=O)[nH]1	0.5	0.4	-0.6	3.0	0.8	-1.7	-1.8	4.1	3.2	-2.4
O=C(COC(=O)CCC(=O)c1ccc(Cl)cc1)NCC1CCCO1 (configuration not stated)	-4.1	0.8	1.4	-1.3	7.0	3.0	0.5	-2.9	-5.4	3.4
O=C(NC(CO)C(O)c1ccc([N+](=O)[O-])cc1)C(Cl)Cl (configuration not stated)	-2.5	0.9	-2.0	2.4	0.9	2.2	-3.5	-2.7	2.2	0.2
O=C(Nc1nccs1)c1cc2cc(Cl)ccc2oc1=O	1.0	-2.8	-7.5	0.9	-1.8	7.8	0.8	1.0	2.8	1.8
CC1CN(S(=O)(=O)c2ccc(Cl)c(C(F)(F)F)c2)CC(C)O1 (configuration not stated)	1.5	-2.3	-1.5	0.1	5.7	1.7	-0.4	-4.1	-2.6	0.1

Overlap with the part before: 2 compounds; new compounds follow.
SMILES	PRMT1 inh	Rev-erbA mod	LEDGF integ inh	rCAG binder	TCR CD3 inh	HTRA1 inhibitor	PG9 Ab binder	mABHD4 FP	MBD2 inh	UHRF1 MBD2 ctr
O=C(Nc1nccs1)c1cc2cc(Cl)ccc2oc1=O	1.0	-2.8	-7.5	0.9	-1.8	7.8	0.8	1.0	2.8	1.8
CC1CN(S(=O)(=O)c2ccc(Cl)c(C(F)(F)F)c2)CC(C)O1 (configuration not stated)	1.5	-2.3	-1.5	0.1	5.7	1.7	-0.4	-4.1	-2.6	0.1
CC(C)NC(=O)c1ccc(CONC(=O)OCc2ccccc2)cc1	-0.5	-0.4	-5.7	0.2	-2.3	6.7	0.8	3.8	0.4	-3.3
Cc1cc(C)nc(SCc2nnc(SCC(N)=O)n2Cc2ccco2)n1	-1.1	-2.8	-1.5	-2.4	4.9	5.8	0.2	-5.1	3.8	0.8
Cc1nc(NCc2ccccn2)c2ccccc2n1	2.7	-3.3	-2.0	-2.4	-2.7	4.8	-1.9	2.2	0.5	1.9
COc1ccc(O)c(/C=N/NC(=O)CCC(=O)Nc2cccc(C)c2)c1	-3.1	-1.0	-1.7	2.1	3.3	-1.4	-1.8	1.1	-1.2	-2.5
Cc1ccc(S(=O)(=O)n2cnc3ccccc32)cc1	-0.8	-2.0	-3.6	-0.2	4.9	2.9	-1.1	-1.8	1.4	-1.6
Cc1ccc(C(=O)NCCc2nnc3ccc(SCC(=O)N4CCCCC4)nn23)cc1	-0.9	0.6	-2.6	-7.5	0.4	7.0	-1.1	4.7	4.6	1.2
CCOc1ccc2[nH]c(C(=O)N/N=C/c3cccc(OC)c3OC)cc2c1	0.1	-5.4	5.1	5.8	-9.0	-26.7	0.2	-20.0	0.9	4.2
COc1ccc(C)cc1NC(=O)CNC(c1ccccc1)c1ccccc1	-2.2	1.7	3.9	2.4	-1.5	-41.3	-2.4	-14.0	1.3	-2.2
CC(=O)c1cc(CN2CCN(Cc3ccc(C)cc3)C(CCO)C2)cs1 (configuration not stated)	-0.8	0.3	-0.1	-5.7	2.9	2.3	-1.3	1.2	1.6	0.4
C[N+]1(C2CCC3CCC2C3O)CCCC1 (configuration not stated)	-1.5	1.7	-0.7	-0.6	-1.2	6.1	-0.1	-5.9	-2.1	3.1
Nc1nc(CSc2nnnn2-c2ccccc2)nc(N2CCCc3ccccc32)n1	1.9	-3.3	-1.4	-2.0	8.5	-35.0	-3.2	-27.7	1.4	2.0
Cc1nc2ccc(S(=O)(=O)NCC(=O)N3CCN(c4ccccn4)CC3)cc2s1	1.2	-2.9	1.8	0.8	-3.9	-1.7	-0.2	0.4	-6.0	-1.9
Cn1c(NCc2ccccc2)nc2c1c(=O)n(Cc1ccc(Br)cc1)c(=O)n2C	1.6	6.1	2.4	1.2	-2.7	2.4	-1.9	5.8	0.7	0.5
Cc1c(Cl)cccc1NC(=S)NCCCN(C)C	-2.5	-6.0	1.0	-4.3	2.4	-0.5	1.4	-3.1	1.6	0.4
COc1cccc(C(NC(C)=O)c2nc(-c3ccccc3OC)cs2)c1 (configuration not stated)	6.6	-7.1	-3.7	1.5	-8.6	.	0.7	-17.6	7.1	-0.5
O=C(c1ccc(Cl)cc1)C1CCN(C(=O)c2ccc(F)cc2)CC1	1.4	7.7	-3.8	-6.0	-3.5	3.1	-0.8	-1.5	0.4	-1.0
CCCCNC(=O)C1C(c2ccc(C(F)(F)F)cc2)=Nc2ccccc2N1C(=O)c1ccc2nc(C)[nH]c2c1 (configuration not stated)	3.4	2.5	-2.9	2.6	2.5	.	2.9	-11.4	-3.2	0.1
Cc1ccc(S(=O)(=O)NNC2CC(=O)N(c3ccc(Br)cc3)C2=O)cc1 (configuration not stated)	-0.1	1.1	-2.7	2.9	2.7	4.0	-2.8	8.7	3.1	0.2
CNC(=O)c1cc(C(=O)c2ccc(F)cc2C(F)(F)F)c[nH]1	4.9	7.0	-5.0	-0.3	-2.8	-0.4	-0.6	-3.6	-0.5	-1.6
Cc1nc(SCc2nc3ccc(Br)cc3[nH]2)c2oc3ccccc3c2n1	-1.4	3.8	-1.5	0.6	3.0	-79.8	-24.9	-51.5	1.1	3.7
O=C(COc1ccccc1)Nc1c(C(=O)N2CCC(N3CCCCC3)CC2)oc2ccccc12	3.3	-2.9	-3.4	-6.4	-3.4	6.6	0.1	6.4	0.1	3.7
Cc1ccc(S(=O)(=O)N2CCN(C(=O)COC(=O)COc3ccccc3C(C)C)CC2)c(C)c1	-1.5	-0.1	2.4	1.0	8.0	-13.2	-0.5	-3.9	-4.1	1.1
Cc1ccc(N2C(=O)Nc3cc(Cl)c(Cl)cc3N2O)cc1Cl	0.6	2.6	3.5	1.7	6.3	6.9	-0.2	-4.5	-0.2	-0.8
O=C(CCCCCn1c(=S)[nH]c2ccccc2c1=O)N1CCOCC1	0.9	-3.2	2.8	-3.4	-1.3	-1.8	0.9	-1.4	-3.9	2.2
Cn1c2ccccc2c(=O)c2c(=O)n(-c3ccc(F)cc3)c(C3CCCCC3)nc21	2.0	3.7	-2.4	-0.7	-0.1	5.7	0.2	-0.7	-6.1	-0.9
COc1ccc(N2CCN(C(=O)CCCOc3cc(=O)n(C)c4ccccc34)CC2)cc1	2.0	-1.8	-0.4	-8.3	-6.2	-0.1	0.8	0.3	3.6	-1.1
O=C1C=C(c2ccccc2Oc2ccccc2)C[C@@H](c2ccc3c(c2)OCO3)C1	-0.9	1.7	3.2	4.6	1.5	-37.6	-1.0	-8.8	1.9	2.0
CC(=O)c1sc(NC(=O)CCCOc2ccccc2C)nc1C	-6.8	6.6	1.6	-5.3	5.1	-5.9	12.0*	1.2	-4.3	3.4
CS(=O)(=O)c1nc(-c2ccc(Br)cc2)cs1	1.3	5.6	-1.0	.	.	.	.	-5.5	0.5	-1.5
COc1ccc(Nc2ccnc3ccccc23)cc1	-1.4	1.8	1.0	5.2	2.8	4.8	-1.5	-4.5	5.0	11.3
CN(C)/C=N/S(=O)(=O)c1ccc(Cl)c(Cl)c1	-2.9	1.7	3.6	-0.9	-1.8	2.9	-0.6	0.5	-3.1	-2.2
O=c1[nH]c(CSc2ncc(C(F)(F)F)cc2Cl)nc2cc(C(F)(F)F)ccc12	-1.6	6.2	-0.8	10.0	0.9	-4.9	-0.6	2.0	2.3	0.3
COc1ccc(-n2nc(C(=O)NCC(=O)N3CCN(c4ccccn4)CC3)c3ccccc3c2=O)cc1Cl	1.3	6.3	-3.1	0.5	8.2	2.8	-0.2	1.0	0.3	-0.2
O=C(NC1=NCCS1)c1ccc(OCC2CCCO2)cc1 (configuration not stated)	-1.0	-1.0	3.3	-3.1	0.2	3.1	0.5	7.8	2.4	-0.8
